# EBI2 block: blocks human EBI2 receptor beta-arrestin signaling | P32249 | EBI2 beta-arrestin recruitment, luminescence, 7a,25-OHC stimulated | inhibition, % at 5 µM | actives 0.81% (n = 360,000) | AID 651636; in the data active = inhibition above about 38%;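 also: enzyme fragment complementation signal reports receptor beta-arrestin coupling in cells; 0% = agonist plus DMSO wells and 100% = wells without agonist; some results beyond the cut were filed as inactive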
# ATG4B inh: ATG4B (human) cysteine protease inhibition; Q9Y4P1; ATG4B cleavage of LC3-PLA2, NBD-HPC fluorescence, 1 h; inhibition, % at 8.33 µM; actives 0.51% (n = 340,000); AID 504462; in the data active = inhibition above about 40%
# Target sequence (Q9Y4P1 whole entry, looked up): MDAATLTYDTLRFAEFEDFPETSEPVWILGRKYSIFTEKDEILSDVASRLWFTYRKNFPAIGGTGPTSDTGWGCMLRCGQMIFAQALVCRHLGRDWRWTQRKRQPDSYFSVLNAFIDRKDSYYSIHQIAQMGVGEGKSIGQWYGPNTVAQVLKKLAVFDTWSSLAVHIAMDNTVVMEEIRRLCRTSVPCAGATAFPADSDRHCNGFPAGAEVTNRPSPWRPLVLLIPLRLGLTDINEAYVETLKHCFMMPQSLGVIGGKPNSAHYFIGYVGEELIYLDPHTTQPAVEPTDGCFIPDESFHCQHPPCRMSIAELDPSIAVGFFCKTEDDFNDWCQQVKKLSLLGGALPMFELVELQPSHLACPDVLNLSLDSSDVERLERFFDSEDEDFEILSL
# UBC13 inh: inhibitors of human UBC13 polyubiquitin chain formation; P61088; TR-FRET; inhibition, % at 20 µM; actives 0.47% (n = 330,000); AID 485273; in the data active = inhibition above about 45%, passing the limit was not always enough; inconclusive = no clear call, values can overlap the other calls
# Target sequence (P61088 whole entry, looked up): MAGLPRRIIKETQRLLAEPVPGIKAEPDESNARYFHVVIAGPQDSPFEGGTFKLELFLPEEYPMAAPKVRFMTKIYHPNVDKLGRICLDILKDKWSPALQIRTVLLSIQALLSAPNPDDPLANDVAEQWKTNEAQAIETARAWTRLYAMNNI
# APJ antagonist: APJ receptor antagonism; CHO-K1 APJ beta-arrestin complementation, luminescence; inhibition, % at 20 µM; actives 0.32% (n = 330,000); AID 2521;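 active = inhibition above about 40% at 20 µM, limit read from the data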;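 also: cells challenged with 10 nM apelin-13 agonist together with compound; plate controls were apelin-13 plus DMSO wells for no effect and DMSO wells lacking apelin-13 for full effect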
# CXCR6 block: inhibitors of human CXCR6 receptor; actives 0.36% (n = 360,000); CHO-K1 PathHunter CXCR6 beta-arrestin, luminescence; AID 602244; O00574; inhibition, % at 20 µM; in the data active = inhibition above about 34%, passing the limit was not always enough;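 also: antagonist mode with CXCL16 agonist at 10 nM final; 0% = 10 nM CXCL16 with DMSO and 100% = unstimulated wells without agonist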
# Gli-Sufu antag: blocks Gli-Sufu signaling in a luciferase reporter; Sufu-KO-LIGHT fibroblasts, Gli luciferase reporter luminescence; inhibition, % at 5 µM; actives 0.74% (n = 340,000);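 active = inhibition above about 55%, limit read from the data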;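 also: 0% = DMSO-treated cells and 100% = wells with medium but no cells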
# APJ agonist: activates the human apelin receptor APJ. P35414. CHO-K1 APJ PathHunter beta-arrestin, luminescence; 0% DMSO wells, 100% apelin. activation, % at 20 µM. actives 0.11% (n = 330,000);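 active = activation more than six SD over the plate average, tested at 20 µM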;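 also: 0% = DMSO alone and 100% = apelin-13 at 10 nM; some results filed as inactive read as strong as hits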
#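 Test system: CHO-K1 APJ beta-arrestin complementation cell line. Amount: cell density 1000 per well. Controls: DMSO negative, 10 nM Apelin-13 positive. Signal: luminescent beta-gal fragment complementation, chemiluminescent substrate. Read-out basis: agonist-driven arrestin binding to APJ. Timing: compound stimulation 90 min at 25 °C, detection 60 min.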
# CCR6 antag: CCR6 (human) receptor antagonism. P51684. inhibition, % at 20 µM. actives 0.49% (n = 340,000). CHO-K1 CCR6 PathHunter beta-arrestin, luminescence, CCL20-stimulated;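 active = compounds whose inhibition of the agonist-driven luminescence signal at 20 µM reaches about 50%, limit read from the data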;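 also: cells stimulated with CCL20 at 14 nM final; plate controls were DMSO with CCL20 for no effect and DMSO without agonist for full effect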
# Target sequence (P51684 whole entry, looked up): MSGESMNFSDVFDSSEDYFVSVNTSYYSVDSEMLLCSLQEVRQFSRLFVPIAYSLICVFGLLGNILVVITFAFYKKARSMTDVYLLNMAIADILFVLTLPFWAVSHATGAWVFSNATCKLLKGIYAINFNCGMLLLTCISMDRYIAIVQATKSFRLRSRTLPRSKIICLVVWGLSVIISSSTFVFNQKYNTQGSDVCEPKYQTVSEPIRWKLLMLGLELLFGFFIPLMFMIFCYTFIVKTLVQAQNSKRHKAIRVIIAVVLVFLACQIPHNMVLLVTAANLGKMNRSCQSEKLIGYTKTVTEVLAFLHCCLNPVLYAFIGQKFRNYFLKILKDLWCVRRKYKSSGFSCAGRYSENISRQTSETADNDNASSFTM
# * = called active by the depositor; ? = inconclusive; . = no result given.
SMILES,EBI2 block,ATG4B inh,UBC13 inh,APJ antagonist,CXCR6 block,Gli-Sufu antag,APJ agonist,CCR6 antag
O=c1c2ccccc2[nH]c(=S)n1CCCN1CCC(Cc2ccccc2)CC1,4.3,3.7,7.7,20.3,24.5,12.4,-3.7,21.6
CCOCCC(=O)Nc1nnc(CCc2ccccc2)s1,-19.5,-0.8,-4.2,9.0,-2.1,-18.7,-1.6,-19.2
CC1(C)COC(c2cc3c(cc2Br)OCO3)OC1,-0.4,3.5,.,.,5.2,-4.7,.,2.3
CCOC(=O)[C@H]1[C@H]2COc3cc(OC)ccc3[C@@H]2N2C(=O)N(c3cccc(Cl)c3)C(=O)[C@@]12C,25.5,-1.5,2.5,11.4,0.4,5.1,-1.9,14.4
COc1ccc2c(Cl)c(C(=O)NCc3ccco3)sc2c1,9.4,-9.1,2.4,-4.4,5.3,-22.2,-3.2,2.8
COCC1CCN(C(=O)CCc2nnc(C3(c4ccc(Cl)cc4)CCC3)o2)C1 (centres undefined),-3.3,-1.0,-3.2,17.3,5.4,-0.6,-3.0,2.9
CC(C)NC(=O)COc1ncnc2sccc12,-15.7,-5.6,1.8,16.4,-1.7,6.4,-4.8,2.3
Cc1ccc(C(=O)NC(C)c2ccc3c(c2)OCO3)s1 (centres undefined),0.5,-9.9,10.0,-8.1,7.0,1.4,-0.9,-11.1
CC(C)C[C@@H](CNCC(=O)[C@H](C)NC(=O)c1[nH]cnc1C(=O)N[C@@H](C)CN)NC(=O)c1nc[nH]c1C(=O)N[C@@H](Cc1ccccc1)C(=O)O,-1.4,.,.,.,2.5,0.8,.,3.0
CCN(CC)C(=O)N1c2ccccc2C=Cc2ccccc21,3.4,-8.2,3.9,10.7,-7.2,0.6,-2.2,-12.4
CN(C)c1ccc(-c2noc(C3CCN(C(=O)Nc4ccc(Cl)cc4)CC3)n2)cc1,81.9*,-8.9,-11.4,-4.9,9.4,2.9,-3.7,-0.1
Cc1ccccc1CN1[C@@H](C(C)C)COCCS1(=O)=O,0.6,5.3,1.0,-76.3,-6.4,-23.1,-2.7,5.5
CC1CCC2C(=O)N(c3ccccc3OC(=O)c3ccccc3F)C(=O)C2C1 (centres undefined),-12.1,6.5,-3.3,-16.5,7.4,-35.1,-2.9,-1.5
CCOc1ccc(CCNC(=O)c2ccc(N3CCCC3=O)cc2)cc1OCC,-1.7,-11.2,-1.3,16.1,-7.2,-1.9,-0.1,-7.4
CCOc1ccccc1NC(=O)COC(=O)C1CC1,-3.4,9.3,-0.7,-9.5,11.0,-11.5,-4.6,10.8
COc1ccc(NC(=O)CN(C)C(=O)c2cc(C)on2)cc1,2.4,5.8,3.6,14.5,4.1,-5.0,-2.6,16.3
CCOc1ccc(/C(O)=C2/C(=O)C(=O)N(Cc3cccnc3)C2c2ccc(N(C)C)cc2)c(C)c1 (centres undefined),-3.4,-0.8,-25.4,-15.4,-3.2,-10.7,-6.4,3.1
COc1ccc(OCC(=O)N/N=C(\C)c2cc3ccccc3o2)cc1,7.7,-16.8,7.8,-5.4,-11.6,-26.1,-0.8,6.9
N#Cc1cccc(OCC(=O)NC(=O)NCc2ccccc2)c1,2.2,-9.6,3.4,11.3,9.7,-4.1,-1.8,8.3
COc1ccc(C(CC(=O)O)NC(=O)c2ccco2)cc1 (centres undefined),-1.2,3.2,6.5,10.1,-6.9,2.6,-1.5,6.7
C=C(C)CNC(=O)c1ccc(OC2CCN(C(=O)COC)CC2)cc1,-3.3,4.9,.,.,1.2,-22.1,.,5.5
COc1cccc(/C=N/NC(=O)c2nnn(-c3nonc3N)c2C(C)C)c1OCc1ccc(F)cc1,9.8,-37.3,-9.7,1.9,6.1,-23.0,-3.9,11.7
CCCNC(=O)C(Cc1ccccc1)NC(=O)Cc1ccccc1 (centres undefined),-15.1,10.8,-1.1,3.5,-8.3,-6.2,-2.3,-5.8
CC(=O)c1ccc(NC(=O)c2sc3nc(N4CCOCC4)c4c(c3c2N)CCCC4)cc1,4.0,-8.1,?,-18.3,-3.5,16.7,-4.7,13.6
COc1ccc(-c2nnc(COc3ccc(Br)cc3C)o2)cc1,17.8,-10.3,-3.8,-7.9,4.6,5.9,0.5,3.0
# Remaining list, next part:
SMILES,EBI2 block,ATG4B inh,UBC13 inh,APJ antagonist,CXCR6 block,Gli-Sufu antag,APJ agonist,CCR6 antag
CCCCn1c(NC(=O)c2ccccc2)nc2ccccc21,-5.0,15.5,16.4,26.8,21.0,6.1,-0.9,30.2
Cc1cc(Nc2cc(Cl)nc(Sc3ccc(NC(=O)C4CC4)cc3)n2)n[nH]1,3.1,7.1,8.2,-9.8,-5.6,2.8,0.1,0.7
CC(C)C[C@H](NC(=O)c1[nH]cnc1C(=O)Nc1ccc(Cl)cc1)C(=O)OC(C)(C)C,-42.6,-4.4,-19.6,7.9,-7.0,-14.3,-0.9,0.7
Nc1cc(C(=O)OCC(=O)NCCNC(=O)COC(=O)c2ccc(Cl)c(N)c2)ccc1Cl,4.1,-25.1,7.4,11.3,-2.5,-3.0,-2.9,19.3
Cc1ccc(-n2c(C)nc3oc4ccccc4c(=O)c3c2=O)cc1,-13.1,-3.9,-2.0,10.1,-5.1,-10.8,5.3,-1.4
CCNC(=O)CN(c1ccc(Br)c(C)c1)S(C)(=O)=O,-4.3,10.2,-2.6,-1.7,1.6,3.1,0.2,5.5
O=C(O)Cc1sc(Nc2cccc3ccccc23)nc1-c1ccc(F)cc1,4.5,8.7,-4.0,3.2,-10.9,4.7,-1.0,11.1
O=C(NCCCN1CCOCC1)C1CC(=O)N(CCc2ccccc2)C1 (centres undefined),7.2,-0.4,1.3,13.3,-5.0,10.1,1.0,-10.6
CSc1nnc(NC(=O)c2cccc(S(=O)(=O)N3CCOCC3)c2)s1,4.2,6.1,4.5,-7.6,-4.2,-15.3,-5.3,10.1
COc1ccccc1NC(=O)CCS(=O)(=O)c1ccc2c(c1)NC(=O)C(C)S2 (centres undefined),-8.7,-6.6,3.9,6.0,-2.4,0.6,-0.5,-3.3
Cc1nc(N2CCN(C(=O)c3cccs3)CC2)c2c3c(sc2n1)CCCC3,6.0,78.0*,9.0,6.4,-6.8,-4.1,-0.8,19.9
CS(=O)(=O)Nc1cccc(C2=NN(C(=O)CCCC(=O)O)C(c3cccs3)C2)c1 (centres undefined),-14.7,-0.3,1.8,8.3,-4.6,4.8,-3.8,3.9
O=C(COc1ccccc1)c1ccccc1,0.1,4.5,.,.,3.8,-21.6,.,7.7
O=C(C1=C[C@H](C2CC2)C[C@H](OCCCCO)O1)N1CCN(Cc2ccc3c(c2)OCO3)CC1,-8.2,-4.4,9.7,-1.6,-8.2,-12.5,-3.8,1.5
CCc1nc(N2CCN(C(C)=O)CC2)c(C#N)c2c1COC(C)(C)C2,-10.9,7.5,6.1,16.2,-1.8,3.5,-0.9,8.2
COCCCn1c(C)nnc1SCC(=O)NNC(=O)COc1ccc(Cl)cc1,7.0,4.1,1.4,8.8,-8.7,-10.3,0.3,10.3
CCOC(=O)C1CCN(S(=O)(=O)c2ccc3c(c2)CC(C)N3C(=O)C2CCC2)CC1 (centres undefined),3.6,6.8,10.1,27.7,0.0,-3.5,-6.6,31.9
COc1cc(C(=O)N2CCN(C/C=C/c3ccccc3)CC2)cc(OC)c1C,20.2,17.0,3.8,6.1,4.1,3.4,5.6,-12.8
CC(=O)NC12CC3CC(C1)CC(C(=O)Nc1cccc(S(=O)(=O)N4CCCCCC4)c1)(C3)C2,-2.6,-11.9,.,.,3.8,11.3,.,13.9
c1ccc(-n2nnc(-c3nccs3)n2)cc1,-2.2,0.8,3.8,-5.2,1.1,-86.2,2.9,-0.5
CN(C(=O)c1cccc(NC(=O)Cc2ccc(NC(=O)C3CCCN(C(=O)C4CCC4)C3)cc2)c1)C1CCC1 (centres undefined),-10.4,-14.6,.,.,3.4,7.6,.,4.0
Cc1ccc(C23CC4CC(CC(C(=O)N(C)C)(C4)C2)C3)cc1,5.6,-8.3,-9.4,-8.8,-6.0,-4.0,-0.2,16.8
O=C1/C(=C/c2ccccc2)NC(=S)N1C(c1ccccc1)c1ccccc1,-1.9,2.8,-2.0,-12.9,-3.2,-4.5,0.6,15.6
COc1ccc(N2CCN(C(c3cccs3)C(C)NC(=O)C(=O)N3CCCC3)CC2)cc1 (centres undefined),-7.2,-0.8,-12.1,-10.9,-3.5,4.8,11.5,6.8
Cc1csc(C(C)NC(=O)c2ccc(OC3CCN(CCc4ccccc4)CC3)cc2)n1 (centres undefined),-2.1,25.2,-0.6,-7.5,4.4,22.9,-5.9,12.5

# Only ATG4B inh and EBI2 block (three entries from above):
molecule | ATG4B inh | EBI2 block
Cc1ccc(C23CC4CC(CC(C(=O)N(C)C)(C4)C2)C3)cc1 | -8.3 | 5.6
O=C1/C(=C/c2ccccc2)NC(=S)N1C(c1ccccc1)c1ccccc1 | 2.8 | -1.9
COc1ccc(N2CCN(C(c3cccs3)C(C)NC(=O)C(=O)N3CCCC3)CC2)cc1 (centres undefined) | -0.8 | -7.2

# New compounds follow.
SMILES,EBI2 block,ATG4B inh,UBC13 inh,APJ antagonist,CXCR6 block,Gli-Sufu antag,APJ agonist,CCR6 antag
Cc1cccc(/C=C2\Sc3ccc(C(=O)N4CCC(C)CC4)cc3N(C)C2=O)c1,14.4,20.4,-10.9,11.3,8.1,4.5,-2.7,17.9
Cn1c(=O)cc(OCCCC(=O)NCc2ccccn2)c2ccccc21,-17.3,0.2,14.2,0.1,5.2,2.3,-1.3,4.2
CCC1(C)Cc2c(sc3nn[nH]c(=O)c23)CO1 (centres undefined),-6.4,2.7,-4.6,-19.2,1.8,0.7,2.1,-3.1
CCOc1ccc(/C=N/OCC(=O)Nc2cc(C)on2)cc1,-2.6,1.3,-5.0,-3.6,-4.0,-4.2,-2.4,13.2
Clc1ccc(-n2nnc(-c3ncc[nH]3)n2)cc1Cl,-1.4,-3.6,-16.2,-56.7,-3.2,-18.0,6.0,2.2
Cc1ccc(C(=O)CSc2nnc3n2CCCCC3)s1,-4.1,-5.7,-19.1,1.8,-5.5,-21.4,2.3,-0.3
O=S(=O)(/N=S1\CC=CCN1S(=O)(=O)c1ccccc1)c1ccccc1 (centres undefined),0.3,-10.6,.,.,-0.7,2.8,.,-4.0
O=c1c2ccccc2nnn1CSc1nnnn1-c1ccc(O)cc1,1.3,3.0,7.1,-10.7,-12.3,6.9,-2.4,-3.2
Cc1ccc(NC(=O)CSc2nnc(N)s2)cc1S(=O)(=O)N1CCCCC1,-10.1,-6.5,1.6,8.3,-5.1,-0.7,4.6,17.3
COC(=O)C(CCC(C(=O)OC)N1C(=O)c2ccccc2C1=O)N1C(=O)c2ccccc2C1=O (centres undefined),4.1,-11.4,.,.,0.9,2.5,.,8.0
O=C(NCCc1ccccc1)C(=O)Nc1nccs1,-8.6,0.1,-15.6,9.2,3.6,-30.9,-2.4,-0.8
Cc1ccc(C(C(=O)NCC2CCCO2)N(C(=O)c2snc(C(N)=O)c2N)c2ccc3c(c2)OCCO3)cc1 (centres undefined),12.3,7.9,56.0*,9.6,7.6,14.7,2.3,-2.4
Cc1cc(C)c(NC(=O)CN2C(=O)NC3(CCc4ccccc43)C2=O)c(Cl)c1 (centres undefined),5.5,-2.5,0.4,11.9,5.6,-14.3,-1.5,-0.8
Cn1c(=O)oc2cc(S(=O)(=O)CCC(=O)Nc3ccccc3)ccc21,6.5,-2.2,10.7,-1.4,-7.9,0.5,-2.6,-4.1

# Compound activity deposited in PubChem by Sanford-Burnham Center for Chemical Genomics.
